OPRM1-OPRD1 inv: inverse agonists of human mu-delta opioid receptor heterodimerization. cell-based MOR-DOR heterodimer luminescence, inverse agonism. inhibition, % at 9.3 µM. P35372+P41143. 0.21% of 340,000 active. AID 504357; in the data active means inhibition above about 22%, passing the limit was not always enough;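 further: 0% = cells with DMSO and 100% = wells without cells with DMSO; values of inactives mirror those of a sister screen read the other way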
Target sequence (P35372 whole entry, looked up): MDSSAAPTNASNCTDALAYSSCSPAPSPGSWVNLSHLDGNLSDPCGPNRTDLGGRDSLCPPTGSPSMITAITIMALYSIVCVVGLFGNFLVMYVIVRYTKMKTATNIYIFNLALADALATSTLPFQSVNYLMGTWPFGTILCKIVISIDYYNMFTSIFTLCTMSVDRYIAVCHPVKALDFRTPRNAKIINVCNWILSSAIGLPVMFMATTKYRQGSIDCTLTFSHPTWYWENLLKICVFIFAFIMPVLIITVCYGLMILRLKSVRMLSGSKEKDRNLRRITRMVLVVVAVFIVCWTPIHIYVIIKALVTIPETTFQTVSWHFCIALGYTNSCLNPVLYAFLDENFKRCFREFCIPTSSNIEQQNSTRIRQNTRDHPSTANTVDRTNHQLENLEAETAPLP
Target sequence (P41143 whole entry, looked up): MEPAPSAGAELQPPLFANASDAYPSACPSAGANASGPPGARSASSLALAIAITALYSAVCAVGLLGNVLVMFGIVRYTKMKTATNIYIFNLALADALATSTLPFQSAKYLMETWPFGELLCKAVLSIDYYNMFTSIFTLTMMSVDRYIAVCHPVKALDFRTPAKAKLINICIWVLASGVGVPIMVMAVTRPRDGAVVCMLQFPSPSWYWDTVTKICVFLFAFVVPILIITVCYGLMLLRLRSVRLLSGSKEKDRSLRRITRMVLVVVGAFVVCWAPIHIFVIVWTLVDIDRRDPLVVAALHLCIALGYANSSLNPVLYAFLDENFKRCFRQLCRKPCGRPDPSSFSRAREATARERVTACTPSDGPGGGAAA
Mot1-301 SUMO: SUMOylation pathway inhibition by Mot1-301 growth rescue. growth rescue, % at 18.8 µM. S. cerevisiae Mot1-301 growth rescue, ATP luminescence, 38.5C; percent above DMSO median, 100 means doubled. 1% of 320,000 active;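 active means every valid replicate shows activation above 250% relative to neutral control wells; inactive means the rest, any valid replicate at or below 250%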;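 further: OY570 slx delta 5 strain wells were the positive control but not used for scaling; some compounds called inactive have numbers as strong as hits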
PKA-R1A act: activates the PKA-R1A holoenzyme complex; AID 504707; 0.083% of 340,000 active; P00514+P68181; PKA-R1A dissociation, Cy5-IP20 fluorescence polarization; scaled: DMSO 0%, 113 µM cGMP 100%; activation, % at 11.4 µM;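 active means percent activation above the mean of all tested compounds plus 3 SD, cut at about 19% in these data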;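 further: higher means more PKAc released from R1A so a rise in polarization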
HTR5A ag ctr: counter-screen for OPRM1-OPRD1 agonists: human HTR5A agonism; P47898; HTR5A agonist assay, luminescence, cell-based; activation, % at 9.3 µM; 0.61% of 340,000 active; AID 504692; in the data active means activation mostly above about 9.5%, no sharp cut-off; inactive means mostly below about 7.6%;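 further: 0% = cells with vehicle only and 100% = reference agonist; strong numbers were not always called active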
HTR5A inv ag: counter-screen for OPRM1-OPRD1 inverse agonists: human HTR5A inverse agonism; 0.083% of 340,000 active; inhibition, % at 9.3 µM; HTR5A cell line, luminescence; AID 504634; in the data active means inhibition mostly above about 23%, no sharp cut-off; inactive means mostly below about 18%;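 further: 0% = cells with DMSO and 100% = no-cell wells with DMSO; some compounds called inactive have numbers as strong as hits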
PfHsp90 set2: reduces growth (ATP signal) of yeast expressing P. falciparum Hsp90; S. cerevisiae expressing PfHsp90, BacTiter-Glo ATP, 48 h; yeast lacking PDR1 and PDR3 efflux regulators; inhibition, % at 9.4 µM; 0.32% of 310,000 active;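 active means every replicate shows inhibition above about 80%, whatever the replicate mean, limit read from the data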;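 further: 0% = DMSO neutral controls and 100% = 20 µM radicicol positive controls; yeast relying on Plasmodium falciparum Hsp90 in place of its own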
E coli growth: counter-screen for AddAB inhibitors: E. coli growth inhibition. E. coli V3065 growth, OD600 absorbance, 18 h. inhibition, % at 11.9 µM. 0.27% of 330,000 active. AID 449728;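 active means inhibition above the campaign's mean inhibition across all tested compounds plus 3 SD, cut at about 9.9% in these data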;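 further: uninfected addAB+ strain grown without phage in ampicillin broth; 0% = DMSO wells and 100% = ciprofloxacin 0.95 µg/ml wells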
Pemphigus Ab inh: blocks pemphigus antibody binding to human desmoglein-3; AID 588358; binding (percent of control), % at 10 µM; DSG3-coupled beads, scFv-anti-DSG3-GFP binding, flow cytometry; hits give low values; 0.48% of 310,000 active;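 active means binding more than 3 SD below its plate's average and above zero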;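 further: hits lower antibody fragment binding to DSG3; some compounds called inactive have numbers as strong as hits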
phage Ecoli inh: E. coli growth loss with phage present; growth absorbance; inhibition, % at 11.9 µM; 0.26% of 360,000 active; AID 651602; in the data active means inhibition above about 11%
AddAB inh: less growth of phage-infected E. coli with AddAB. inhibition, % at 11.9 µM. E. coli expressing H. pylori AddAB, absorbance growth. 0.29% of 330,000 active; in the data active means inhibition above about 12%;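 further: 0% = vehicle wells of infected cells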
MOR-DOR ag: OPRM1-OPRD1 heterodimerization agonism. P35372+P41143. cells, luminescence. activation, % at 9.3 µM. 0.3% of 340,000 active. AID 504326; in the data active means activation above about 18%;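 further: 0% = vehicle-treated cells and 100% = reference agonist; values of inactives mirror those of a sister screen read the other way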
* = called active by the depositor; . = no result given.

SMILES	OPRM1-OPRD1 inv	Mot1-301 SUMO	PKA-R1A act	HTR5A ag ctr	HTR5A inv ag	PfHsp90 set2	E coli growth	Pemphigus Ab inh	phage Ecoli inh	AddAB inh	MOR-DOR ag
CC1CCCC/C1=N/Nc1ccc([N+](=O)[O-])cc1[N+](=O)[O-] (centres undefined)	4	-14	-4	-4	12	-8	0.7	104	3.1	0.3	-0.8
CC(C)NC(=O)c1ccccc1S(=O)c1ccccc1C#N (centres undefined)	16	6	-14	2	3	44	-0.1	111	2.4	3.6	-3.7
O=C(Cc1cccs1)N/N=C/c1ccccc1	.	3	.	.	.	1	-1.4	96	2.1	3.1	.
COc1ccc(N2CCN(CCCn3c(=S)[nH]c4ccccc4c3=O)CC2)cc1	2	156	3	8	-28	6	-0.3	96	-1.5	0.2	-0.4
CCOc1ccc(C(=O)NCC(c2ccco2)N2CCOCC2)cc1 (centres undefined)	8	-7	-3	-2	6	.	-0.8	95	3.3	0.8	-1.2
CC1CCN(S(=O)(=O)c2ccc(NC(=O)CSc3ncccc3C(=O)O)cc2)CC1	8	-23	-1	-3	10	2	0.7	101	-0.6	-3.4	-1.5
CCOC(=O)Cc1csc(NC(=O)c2sc3nc4ccc(CC)cc4cc3c2N)n1	10	9	-3	2	4	12	-4.6	166	0.5	-0.1	-1.6
C#CCOCCOCCOCCNc1nc(N2CCN(C(=O)[C@H](CCCCN)n3cc(CN)nn3)CC2)nc(N2CCN(C(=O)[C@H](CCC(=O)O)n3cc([C@@H](N)CCCCN)nn3)CC2)n1	13	-2	-2	3	-36	23	-3.0	105	3.2	-1.7	-2.4
O=C(NCC(c1ccco1)N1CCOCC1)c1ccc([N+](=O)[O-])cc1 (centres undefined)	12	-11	-7	0	-21	-26	-1.3	104	3.6	0.2	-2.2
NC(=O)c1nsc(C(=O)N(c2ccccc2)C(C(=O)NCC2CCCO2)c2cccs2)c1N (centres undefined)	0	-7	0	-3	10	-3	0.0	99	2.1	-0.3	0.0
COc1ccc(/C=C/C(=O)NCC(=O)n2nc(C)cc2C)cc1	.	10	.	.	.	.	0.5	106	2.4	0.8	.
CCC(C(=O)OC)n1cnc2c(oc3ccccc32)c1=O (centres undefined)	8	179	8	-2	8	-1	0.8	97	0.5	1.8	-1.5
CCN(CC)S(=O)(=O)c1ccc(OC)c(NC(=O)Cn2cnc3c2c(=O)n(C)c(=O)n3C)c1	.	0	7	.	.	26	3.6	102	4.1	0.9	.
CCCSc1ccc(C(=O)Nc2ccc(Cl)cc2)cn1	-16	15	6	1	-3	4	-0.2	101	4.2	1.9	2.7
O=C(NCC(c1ccco1)N1CCCCC1)c1ccc2c(c1)S(=O)(=O)c1ccccc1C2=O (centres undefined)	-8	2	-7	-6	14	-24	1.3	104	2.3	3.2	1.5
CN(C)c1ccc(/C=N/NC2=NS(=O)(=O)c3ccccc32)cc1	18	152	-1	3	-11	6	2.2	93	-0.9	-1.1	-3.3
CC(C)(C)OC(=O)COc1cc(OCC(=O)OC(C)(C)C)c2c(=O)cc(-c3ccccc3)oc2c1	0	23	-2	0	-1	-15	0.6	99	1.2	-0.2	-0.1
CCOc1ccc(OCCOc2ccc(/C=C/C(=O)O)cc2OCC)cc1	11	-7	-6	-2	18	-2	3.0	.	1.7	1.3	-1.8
CC1CN(C(=O)c2ccc(S(=O)(=O)Nc3ccccc3F)cc2)CC(C)O1 (centres undefined)	12	-16	2	3	-6	.	1.9	97	1.0	2.9	-1.8
Cc1ccc(C(=O)NCCN2C3=NC[C@H](C)N3C[C@H]2Cc2ccc(O)cc2)cc1Br	8	-5	5	9	0	13	0.7	106	0.3	-0.8	-1.4
CCN(CC)CCNc1nc(-c2ccccc2)nnc1C(F)(F)F	7	76	-10	1	20	13	1.7	104	.	3.3	-1.4
COCCCN1Cc2cccc(C(=O)O)c2C1=O	2	8	-13	-3	-4	-17	-1.1	85	3.5	-0.5	-0.3
Cc1ccc(S(=O)(=O)NCc2c(-c3ccccc3)noc2C)cc1	-3	45	-4	7	-1	18	2.8	114	2.7	4.3	0.6
CCCOc1ccc(/C=C/C(=O)O)cc1OC	1	1	2	5	16	-22	-3.4	100	4.0	-0.9	-0.2
COc1ccc(/C=C/C(=O)Nc2nc(C)c(C(=O)N(C)C)s2)cc1	8	19	-1	0	-21	-22	1.6	127	2.2	2.3	-1.4
Cc1ccc(NC(=O)COC(=O)C2=COCCO2)c([N+](=O)[O-])c1	4	-2	-6	-3	-1	.	0.8	128	1.3	-0.2	-0.8
C=CCn1c(O)c(/C=C2\C=NN=C2c2ccccc2)sc1=S	-12	386	1	-3	11	-19	0.4	101	1.4	-0.1	2.3
Cc1ccc2c(c1)nnn2C1CCN(S(C)(=O)=O)CC1	10	1	-3	-4	-11	.	-2.5	76	1.9	-0.2	-1.8
COc1ccc(N2CCN(CC(=O)NC(=O)NC(C)(C)C)CC2)cc1	7	6	7	-3	39	8	-0.5	99	-0.8	0.6	-1.4
CC(NC(=O)COc1ccc(N(C)S(=O)(=O)c2ccccc2)cc1)c1ccccc1 (centres undefined)	9	-1	-1	0	14	-14	0.6	90	3.2	2.8	-1.8
CCOc1ccc(C(=O)N2CCCC2C(=O)O)cc1 (centres undefined)	-1	2	4	0	-6	19	0.7	95	-1.2	-1.1	0.2
CCOc1ccc2nc(NC(=O)Nc3ccccc3)sc2c1	-21	3	-14	20*	-55	-11	0.2	101	2.0	2.0	3.4
CC(CC1C(C#N)=C(N)OC2=C1C(=O)CCC2)c1ccccc1 (centres undefined)	-6	-10	-4	3	-7	.	-1.5	.	1.6	2.8	1.0
Cc1cc(C(=O)NN=C2C3CC4CC(C3)CC2C4)c2ccccc2n1	11	-13	-3	6	-4	-31	-2.6	103	4.7	1.8	-1.9
N#Cc1c(N)n(-c2cccc(O)c2)c2nc3ccccc3nc12	9	3	9	-2	-12	-10	-2.1	88	-2.7	-1.1	-1.8
CC(NC(=O)c1ccco1)c1ccc2c(c1)OCO2 (centres undefined)	1	310	2	3	-7	-6	0.2	115	2.5	0.9	-0.2
CCCCNC(=O)c1ccc2c(c1)N(CC)C(=O)CS2	12	4	-9	3	-11	4	-1.7	103	3.0	-2.6	-2.3
Cc1csc(NC(=O)c2ccc(-c3ccc(Cl)cc3Cl)o2)n1	-13	7	1	-3	11	-27	-2.0	94	2.6	3.3	2.4
COC(=O)C(C)Oc1ccc2c3c(c(=O)oc2c1)CCCCC3 (centres undefined)	14	-5	4	-2	-13	.	-2.7	96	3.9	1.4	-2.7
CCOc1ccc(N(CC(=O)Nc2cc(C)ccc2C)S(=O)(=O)c2c(C)[nH]c(=O)[nH]c2=O)cc1	3	-3	7	-6	-22	18	0.6	90	1.1	0.3	-0.6

Limited to OPRM1-OPRD1 inv, E coli growth and MOR-DOR ag, for some of the entries so far:
| canonical_smiles | OPRM1-OPRD1 inv | E coli growth | MOR-DOR ag |
| --- | --- | --- | --- |
| N#Cc1c(N)n(-c2cccc(O)c2)c2nc3ccccc3nc12 | 9 | -2.1 | -1.8 |
| CC(NC(=O)c1ccco1)c1ccc2c(c1)OCO2 (centres undefined) | 1 | 0.2 | -0.2 |

Arranged by count of non-hydrogen atoms (largest number first): some entries from above
SMILES	OPRM1-OPRD1 inv	Mot1-301 SUMO	PKA-R1A act	HTR5A ag ctr	HTR5A inv ag	PfHsp90 set2	E coli growth	Pemphigus Ab inh	phage Ecoli inh	AddAB inh	MOR-DOR ag
CCN(CC)S(=O)(=O)c1ccc(OC)c(NC(=O)Cn2cnc3c2c(=O)n(C)c(=O)n3C)c1	.	0	7	.	.	26	3.6	102	4.1	0.9	.
CC(NC(=O)COc1ccc(N(C)S(=O)(=O)c2ccccc2)cc1)c1ccccc1 (centres undefined)	9	-1	-1	0	14	-14	0.6	90	3.2	2.8	-1.8
COc1ccc(N2CCN(CCCn3c(=S)[nH]c4ccccc4c3=O)CC2)cc1	2	156	3	8	-28	6	-0.3	96	-1.5	0.2	-0.4
CCOc1ccc(OCCOc2ccc(/C=C/C(=O)O)cc2OCC)cc1	11	-7	-6	-2	18	-2	3.0	.	1.7	1.3	-1.8
Cc1cc(C(=O)NN=C2C3CC4CC(C3)CC2C4)c2ccccc2n1	11	-13	-3	6	-4	-31	-2.6	103	4.7	1.8	-1.9
Cc1ccc(S(=O)(=O)NCc2c(-c3ccccc3)noc2C)cc1	-3	45	-4	7	-1	18	2.8	114	2.7	4.3	0.6
Cc1ccc(NC(=O)COC(=O)C2=COCCO2)c([N+](=O)[O-])c1	4	-2	-6	-3	-1	.	0.8	128	1.3	-0.2	-0.8
CC(C)NC(=O)c1ccccc1S(=O)c1ccccc1C#N (centres undefined)	16	6	-14	2	3	44	-0.1	111	2.4	3.6	-3.7
CCC(C(=O)OC)n1cnc2c(oc3ccccc32)c1=O (centres undefined)	8	179	8	-2	8	-1	0.8	97	0.5	1.8	-1.5
CCCSc1ccc(C(=O)Nc2ccc(Cl)cc2)cn1	-16	15	6	1	-3	4	-0.2	101	4.2	1.9	2.7
CCCOc1ccc(/C=C/C(=O)O)cc1OC	1	1	2	5	16	-22	-3.4	100	4.0	-0.9	-0.2

(further entries)
SMILES	OPRM1-OPRD1 inv	Mot1-301 SUMO	PKA-R1A act	HTR5A ag ctr	HTR5A inv ag	PfHsp90 set2	E coli growth	Pemphigus Ab inh	phage Ecoli inh	AddAB inh	MOR-DOR ag
COC(=O)c1cc(OC)c(OC)cc1NC(=O)c1ccc(Br)o1	-3	.	-11	1	-10	-4	-0.9	106	4.8	0.8	0.6
COc1ccc(Cc2nc3ccccc3n2CC(=O)N/N=C/c2ccc(C)cc2O)cc1OC	.	11	-7	.	.	2	-1.6	114	2.5	-0.1	.
COC1CC(C)C(OC)c2cc(O)cc(c2O)NC(=O)C(C)=CC=CC(C)C(OC(N)=O)C(C)=CC(C)C1OC (centres undefined)	1	.	-4	4	-14	-13	.	114	-0.2	.	-0.1
Cc1ccc(C)c(NC(=O)C2Cc3ccccc3CN2C(=O)OCc2ccccc2)c1 (centres undefined)	10	226	-8	-4	11	14	0.6	103	1.1	-2.0	-1.7
COc1cc(C(=O)NC(=S)Nc2ccccc2N2CCCC2)cc(OC)c1OC	11	199	-2	-4	13	14	-3.1	.	-1.7	-2.1	-2.1
O=C(N/N=C/c1c(O)n(-c2ccc(Cl)cn2)c(=O)c2ccccc12)C1CC1	-6	-4	4	1	-17	6	-1.4	96	1.2	0.3	0.9
CCCCOc1ccc(/C=C(\C(=O)O)c2ccc(S(=O)(=O)N3CCCC3)s2)cc1	1	72	-7	3	-7	15	0.1	.	3.7	-0.8	-0.1
CC1CCCN(C(=O)CSc2nnc(-c3ccc(O)cc3)o2)C1 (centres undefined)	7	7	2	8	-2	8	-0.9	95	2.4	1.4	-1.0
O=C(NCCc1ccccc1)c1c(F)cccc1F	9	-3	-3	0	1	8	2.4	100	3.0	-2.4	-1.8
COc1cccc(CN(C)S(=O)(=O)c2cccs2)c1	10	-17	-12	0	0	12	-4.5	113	3.8	1.0	-1.9
Cc1cc(/C=N/Nc2ccc([N+](=O)[O-])cn2)c(C)n1-c1cccc(C(=O)O)c1	15	649	3	-2	26	4	1.3	83	2.9	1.7	-2.8
CCN(CC)S(=O)(=O)c1cccc(-c2nnc(SCc3nc4ccccc4s3)o2)c1	11	-22	-13	7	-18	-17	-0.2	96	0.5	-0.5	-2.1
